RAD54 inh = inhibitors of human RAD54 branch migration, primary screen, biochemical, fluorescence, single point; AID 602329, 2012; inhibition, % at 10.4 µM; RAD54 Holliday junction branch migration, FAM/BHQ fluorescence; DNA repair and recombination protein RAD54-like (Homo sapiens), Q92698; hit rate 0.14% among 360,000;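 active = mean normalized replicate activity at least 40 and at least half of replicates scoring 40 or more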;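 also: 0% = median of neutral control wells and 100% = median of positive control wells; inhibitors cause a drop in the FAM fluorescence signal; in these data hits start at about 50%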
Target sequence (Q92698 whole entry, looked up): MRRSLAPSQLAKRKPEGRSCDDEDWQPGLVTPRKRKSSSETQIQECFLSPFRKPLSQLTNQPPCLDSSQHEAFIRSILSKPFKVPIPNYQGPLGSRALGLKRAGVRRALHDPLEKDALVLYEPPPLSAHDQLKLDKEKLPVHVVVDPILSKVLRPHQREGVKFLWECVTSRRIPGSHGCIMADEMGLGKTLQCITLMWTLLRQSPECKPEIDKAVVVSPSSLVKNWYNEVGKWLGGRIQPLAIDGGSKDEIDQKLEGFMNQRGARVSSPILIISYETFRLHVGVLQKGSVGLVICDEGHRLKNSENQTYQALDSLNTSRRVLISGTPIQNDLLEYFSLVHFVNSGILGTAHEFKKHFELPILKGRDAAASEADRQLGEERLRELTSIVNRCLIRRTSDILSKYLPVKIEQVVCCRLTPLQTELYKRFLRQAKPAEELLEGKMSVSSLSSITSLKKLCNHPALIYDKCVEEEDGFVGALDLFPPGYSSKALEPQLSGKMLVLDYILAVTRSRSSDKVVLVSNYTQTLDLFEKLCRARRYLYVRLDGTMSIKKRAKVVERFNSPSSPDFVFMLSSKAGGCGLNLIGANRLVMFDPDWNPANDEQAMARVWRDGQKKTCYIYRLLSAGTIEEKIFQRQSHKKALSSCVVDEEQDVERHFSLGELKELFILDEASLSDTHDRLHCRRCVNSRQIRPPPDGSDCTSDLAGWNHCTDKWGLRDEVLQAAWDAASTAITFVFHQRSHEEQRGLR
E-selectin induc = E-selectin induction in HUVECs, primary screen, imaging, HUVEC, immunofluorescence imaging, single point; P16581; normalized: neutral wells 0, TNF-alpha wells 100; activation, % at 7.58 µM; hit rate 0.37% among 260,000; AID 686992, 2013;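 active = mean E-selectin-positive cell signal at least 10% of the positive control, reached in at least 60% of replicates, without over 20% cell loss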;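 also: in these data hits start at about 27%; measured in HUVEC primary endothelial cells; signal is the percent of cells scored E-selectin positive by PE staining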
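Test system: HUVEC | Signal: Immunofluorescence imaging | Read-out: Percent E-selectin-positive cells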
PGC1a acetyl inh = inhibitors of PGC1a acetylation signal, primary screen, cell-based, U2OS, AlphaScreen, inhibitor mode; AID 651687, 2012; hit rate 0.17% among 350,000; inhibition, % at 15.6 µM; AlphaScreen anti-acetyl-lysine; with virally co-expressed GCN5 acetyltransferase;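 active = every replicate shows inhibition of at least 40%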;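 also: 0% = neutral control wells and 100% = positive control wells; some results beyond the cut were filed as inactive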
miR122 inh = miR-122 Renilla sensor signal increase in Huh7, primary screen, miR-122 inhibitor project, cell-based, single point, plate reader | Huh7 miR-122 Renilla luciferase sensor, 48 h; neutral wells = 0, positive control = 100 | activation (reporter increase), % at 12.5 µM | hit rate 0.3% among 340,000 | AID 602342, 2012;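 active = mean replicate activation score at least 90 and every replicate individually at or above 90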;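 also: higher luciferase means less miR-122 activity so hits act as miR-122 inhibitors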
ERAP1 inh = human ERAP1 aminopeptidase inhibitors, primary screen, biochemical, single point, plate reader. AID 652197, 2013. recombinant ERAP1, Leu-AMC fluorescence, 60 min. hit rate 0.15% among 340,000. inhibition, % at 10.7 µM;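 active = mean replicate inhibition of at least 30%, or all replicates individually reaching that 30% level; inactive = mean below 30% and not every replicate reaching it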;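 also: 0% = neutral control wells and 100% = L-leucinethiol positive control wells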
RAD52 anneal inh = RAD52 DNA annealing inhibitors, primary screen, biochemical, FRET, single point, set 2; DNA repair protein RAD52 homolog (Homo sapiens), P43351; recombinant RAD52 DNA annealing, FRET fluorescence; inhibition, % at 18.7 µM; hit rate 0.46% among 360,000;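 active = every replicate showing at least 50% inhibition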
PglD DTNB = C. jejuni PglD acetyltransferase inhibitors, primary screen, biochemical, DTNB colorimetric, single point; UDP-N-acetylbacillosamine N-acetyltransferase PglD (Campylobacter jejuni); purified PglD enzyme, DTNB colorimetric CoA detection; inhibition, % at 12.5 µM; hit rate 0.098% among 360,000; AID 602405, 2012; in the data active = inhibition above about 16%, passing the limit was not always enough; also: strong numbers were not always called active
Cneo AK release = Cryptococcus neoformans cell lysis inducers, primary screen, AK release luminescence, single concentration; AID 651654, 2012; lysis activity, % at 15 µM; hit rate 0.2% among 360,000; C. neoformans lysis, adenylate kinase release luminescence, 4 h; normalised: neutral wells 0, clomiphene wells 100;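 active = mean lysis activity across replicates of at least 80%, whatever share of replicates individually reach that level; inactive = mean lysis activity below 80%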
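Signal: Adenylate kinase release luminescence | Assay system: Log-phase Cryptococcus neoformans yeast cells | Input: Cells at 5 × 10^6 per mL | Buffer or medium: Fresh YPD growth medium | Compound: Single dose | Schedule: Static 4 h at 37 °C with compound, 1 h detection | Controls: Clomiphene | Read-out: Luminescence rise reflecting yeast cell lysis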
* marks the source's active call; other numbers are inactive results; & = joins results of further samples; [ ] = dose if it differs, or a comment.

Screening O=C(CN1CCOCC1)N[C@@H]1CC[C@@H](CCn2cc(C3CC3)nn2)O[C@H]1CO returned RAD54 inh -4, E-selectin induc -0.2, PGC1a acetyl inh 14, ERAP1 inh 1, RAD52 anneal inh 4, PglD DTNB 12 and Cneo AK release 1.
For O=C1NC2(CCCCCC2)Cc2ccccc21 the results were RAD54 inh 5, PGC1a acetyl inh -13, miR122 inh -2, ERAP1 inh 1, RAD52 anneal inh -2, PglD DTNB -1 and Cneo AK release 7.
`O=c1[nH]cnc2cc(-c3ccc(Br)cc3)sc12` gave RAD54 inh 4, miR122 inh -8, ERAP1 inh -1, RAD52 anneal inh -14, PglD DTNB -2 and Cneo AK release -3.
For O=C1CSC(=S)N1N=Cc1cccc(OCc2ccccc2)c1 the results were RAD54 inh -5, E-selectin induc -0.3, PGC1a acetyl inh 4, miR122 inh 6, ERAP1 inh -5, RAD52 anneal inh -21, PglD DTNB 3 and Cneo AK release -1.
Screening CC(C)(C)Cc1c(-c2ccc(Cl)cc2)nc2ccc(Br)cn12 returned RAD54 inh 0, PGC1a acetyl inh 0, miR122 inh 0, ERAP1 inh -4, RAD52 anneal inh -15, PglD DTNB -6 and Cneo AK release 7.
Screening CO[C@@H]1CN(C)C(=O)c2ccc(NC(C)=O)cc2OC[C@@H](C)N(C(=O)c2cccnc2)C[C@H]1C returned RAD54 inh -3, E-selectin induc -0.1, PGC1a acetyl inh 2, miR122 inh -1[16.7 µM], ERAP1 inh 1, RAD52 anneal inh -26, PglD DTNB -2 and Cneo AK release -2.
For COc1ccc(/C=N/NC(=O)c2[nH]ncc2Br)c(OC)c1 the results were RAD54 inh -3, PGC1a acetyl inh -7, miR122 inh -8, PglD DTNB -5 and Cneo AK release -1.
Screening Cc1nnc(N2C(=O)C(=O)/C(=C(/O)c3ccc4c(c3)CC(C)O4)C2c2ccccc2F)s1 (stereo not given) returned RAD54 inh -1, ERAP1 inh 6, RAD52 anneal inh -1, PglD DTNB 0 and Cneo AK release -1.
Screening Cc1ccccc1-c1nc(CS(=O)CC(=O)NCc2ccccc2)c(C)o1 (stereo not given) returned RAD54 inh -2, E-selectin induc -0.6, ERAP1 inh 3, RAD52 anneal inh -9, PglD DTNB 0 and Cneo AK release 10.
Cc1ccc(NC(=O)CN(C)S(=O)(=O)c2cccc3cccnc23)cc1C was read as RAD54 inh -1, E-selectin induc 3.8, ERAP1 inh 5, RAD52 anneal inh -3, PglD DTNB 0 and Cneo AK release -6.
For Cn1nc(C(=O)NC2CCCCCC2)ccc1=O the results were RAD54 inh -7, PGC1a acetyl inh -7, miR122 inh -3, ERAP1 inh 1, RAD52 anneal inh -5, PglD DTNB -1 and Cneo AK release 1.
O=C(CCCn1nnnc1CN1CCOCC1)N1CCN(c2ccccc2F)CC1 was read as RAD54 inh 3, E-selectin induc -0.2, miR122 inh -1, ERAP1 inh -5, RAD52 anneal inh -25, PglD DTNB 1 and Cneo AK release 8.
`CCn1ncc(Cl)c1C(=O)NC(=S)Nc1ccccc1Br` gave RAD54 inh -6, E-selectin induc 0.0, miR122 inh -2, ERAP1 inh -7, RAD52 anneal inh -12, PglD DTNB -4 and Cneo AK release 2.
Screening CCOc1ccc(N(C(C)C(=O)NC(C)CC)S(C)(=O)=O)cc1 (stereo not given) returned RAD54 inh 2, miR122 inh 17, PglD DTNB -5 and Cneo AK release 0.
`CC[C@]12c3[nH]c4ccc(Cl)cc4c3CCN1C(=O)[C@@H](CC(=O)NCc1ccco1)C[C@@H]2C(=O)N1CCN(C(=O)c2ccco2)CC1` gave RAD54 inh -3, E-selectin induc -0.1, PGC1a acetyl inh -5, miR122 inh -7, ERAP1 inh -2, RAD52 anneal inh -23, PglD DTNB 0 and Cneo AK release 2.
COCC(=O)N1[C@@H](C#N)[C@@H](c2ccccc2C2=CCCC2)[C@@H]1CO was read as E-selectin induc 0.0, PGC1a acetyl inh 3, ERAP1 inh 0 and RAD52 anneal inh -63.
COc1cccc(-c2cnc3c(c2)C(=O)N([C@H](C)CO)C[C@@H](C)[C@@H](CN(C)Cc2ccc(F)cc2)O3)c1 was read as RAD54 inh -6, E-selectin induc -0.3, PGC1a acetyl inh 11, miR122 inh 0[16.7 µM], ERAP1 inh -1, RAD52 anneal inh 7, PglD DTNB -1 and Cneo AK release 0.
For Cc1ccc2nc(NC(=O)C3CCN(S(=O)(=O)c4cccs4)CC3)sc2c1 the results were RAD54 inh -2, PGC1a acetyl inh -8, miR122 inh 1, PglD DTNB 0 and Cneo AK release 5.
C[C@@H]1CCCCO[C@H](CN(C)S(=O)(=O)c2ccc(F)cc2)[C@H](C)CN([C@@H](C)CO)C(=O)c2cc(NC(=O)Nc3ccc(C(F)(F)F)cc3)ccc2O1 was read as RAD54 inh 2, PGC1a acetyl inh 0, miR122 inh 4[16.7 µM], ERAP1 inh -3, RAD52 anneal inh -10, PglD DTNB 3 and Cneo AK release -10.
Screening CCC(CC)c1nc(C(N)=O)c2[nH]c(=O)n(-c3ccc(OC)c(OC)c3)c2n1 returned RAD54 inh -6, E-selectin induc -0.1, PGC1a acetyl inh 18, miR122 inh 3, ERAP1 inh -3, RAD52 anneal inh -11, PglD DTNB -2 and Cneo AK release 2.
For Cc1ccc(S(=O)(=O)C2CS(=O)(=O)CC2O)cc1 (stereo not given) the results were RAD54 inh -7, PGC1a acetyl inh 6, miR122 inh -1, PglD DTNB -2 and Cneo AK release 1.
Cn1nnnc1NCc1cccc(Cl)c1 was read as RAD54 inh -4, E-selectin induc 0.1, PGC1a acetyl inh 3, miR122 inh -4, ERAP1 inh -5, RAD52 anneal inh -16, PglD DTNB -2 and Cneo AK release 3.
Screening CCCC#Cc1ccc([C@@H]2[C@H](CO)N3C(=O)CN(C(=O)Nc4cccc(F)c4)C[C@@H]23)cc1 returned E-selectin induc 0.0, PGC1a acetyl inh 6, ERAP1 inh -1 and RAD52 anneal inh 11.
For O=C(C1=C[C@H](c2csc3ccccc23)C[C@H](OCCCCO)O1)N1CCCCCCC1 the results were RAD54 inh -9, PGC1a acetyl inh -15, ERAP1 inh 4, RAD52 anneal inh -28, PglD DTNB 1 and Cneo AK release 5.
For Cc1ccc(S(=O)(=O)Nc2ccc3c(c2)C(=O)N([C@@H](C)CO)C[C@H](C)[C@@H](CN(C)C(=O)Nc2ccccc2)O3)cc1 the results were RAD54 inh -11, E-selectin induc 2.6, PGC1a acetyl inh 3, miR122 inh -5[16.7 µM], ERAP1 inh 0, RAD52 anneal inh 5, PglD DTNB 2 and Cneo AK release 0.
Screening CC(=O)c1cc(C#N)c(SCc2ccccc2C#N)nc1C returned RAD54 inh 3, PGC1a acetyl inh 6, miR122 inh 0, PglD DTNB 1 and Cneo AK release -4.
`Cc1ccc(S(=O)(=O)N(C)C[C@@H]2OCc3ccccc3-c3ccccc3C(=O)N([C@H](C)CO)C[C@@H]2C)cc1` gave RAD54 inh 8, E-selectin induc -0.4, PGC1a acetyl inh 10, ERAP1 inh 0, RAD52 anneal inh 15, PglD DTNB 1 and Cneo AK release 58.
`COc1ccc(C(c2nnnn2C(C)(C)C)N2CCN(C/C=C/c3ccccc3)CC2)cc1` (stereo not given) gave RAD54 inh 3, PGC1a acetyl inh 3, miR122 inh 0, RAD52 anneal inh -26, PglD DTNB 5 and Cneo AK release -11.
Screening COc1ccc2c3c(n(C)c2c1)[C@@H](CO)N(C(=O)c1cccc(F)c1)CC31CN(CC2CC2)C1 returned E-selectin induc 3.4, PGC1a acetyl inh 6, ERAP1 inh 3 and RAD52 anneal inh 13.
`CCCc1cc(=O)[nH]c(SCC(=O)Nc2c(C)n(C)n(-c3ccccc3)c2=O)n1` gave RAD54 inh -2, E-selectin induc -0.3, PGC1a acetyl inh 2, miR122 inh 1, ERAP1 inh -2, RAD52 anneal inh -14, PglD DTNB 0 and Cneo AK release 1.

Structures above that have an aryl thioether with sulfur outside any ring, in the order listed:
Screening CC(=O)c1cc(C#N)c(SCc2ccccc2C#N)nc1C returned RAD54 inh 3, PGC1a acetyl inh 6, miR122 inh 0, PglD DTNB 1 and Cneo AK release -4.
`CCCc1cc(=O)[nH]c(SCC(=O)Nc2c(C)n(C)n(-c3ccccc3)c2=O)n1` gave RAD54 inh -2, E-selectin induc -0.3, PGC1a acetyl inh 2, miR122 inh 1, ERAP1 inh -2, RAD52 anneal inh -14, PglD DTNB 0 and Cneo AK release 1.

Following part
`Cc1ccc(-n2nc(C)c3c(C)c(CCC(=O)O)c(C)nc32)cc1C` gave RAD54 inh 7, E-selectin induc 0.0, PGC1a acetyl inh -3, miR122 inh 4, ERAP1 inh -1, RAD52 anneal inh -20, PglD DTNB 4 and Cneo AK release 0.
O=C(C[C@H]1C[C@@H]2c3cc(NC(=O)Nc4ccccc4)ccc3O[C@@H]2[C@@H](CO)O1)NCCN1CCCCC1 was read as RAD54 inh 9, E-selectin induc 0.4, PGC1a acetyl inh -4, miR122 inh -3[16.7 µM], ERAP1 inh -2, RAD52 anneal inh 17, PglD DTNB 2 and Cneo AK release 6.
CSc1sc(-c2ccnc(=S)[nH]2)c(-c2ccccc2)c1C#N was read as RAD54 inh -13, E-selectin induc 3.2, PGC1a acetyl inh 9, miR122 inh -2, ERAP1 inh -1, RAD52 anneal inh -28, PglD DTNB 7 and Cneo AK release -1.
`COCCN1C(=O)c2cc(C(=O)Nc3cccc(F)c3)ccc2C1Nc1cccc(F)c1` (stereo not given) gave RAD54 inh -3, E-selectin induc -0.2, PGC1a acetyl inh 11, miR122 inh 3, ERAP1 inh 7, RAD52 anneal inh -6, PglD DTNB -5 and Cneo AK release -1.
`COc1cccc(S(=O)(=O)N(C)C[C@H]2Oc3ncc(Br)cc3C(=O)N([C@@H](C)CO)C[C@@H]2C)c1` gave RAD54 inh 0&-1, E-selectin induc 0.1&2.7, PGC1a acetyl inh -3&2, miR122 inh -8, ERAP1 inh -2&-1, RAD52 anneal inh -10&10, PglD DTNB 0&0 and Cneo AK release 0&-13.
C[C@@H]1CN([C@@H](C)CO)C(=O)CCCn2cc(nn2)CO[C@H]1CN(C)CC1CCCC1 was read as RAD54 inh 4, E-selectin induc -0.1, PGC1a acetyl inh 0, miR122 inh 4[16.7 µM], ERAP1 inh 2, RAD52 anneal inh 1, PglD DTNB 1 and Cneo AK release 1.
`C[C@H](CO)N1C[C@H](C)[C@H](CN(C)S(=O)(=O)c2cccs2)OCCCC[C@H](C)Oc2ccc(NC(=O)c3ccccc3)cc2C1=O` gave RAD54 inh -9, E-selectin induc 0.2, PGC1a acetyl inh 3, miR122 inh -20[16.7 µM], PglD DTNB -3 and Cneo AK release 2.
COc1ccc(CCNC(=O)c2sc3cc(C)ccc3c2Cl)cc1 was read as RAD54 inh 2, PGC1a acetyl inh -20, miR122 inh -4, PglD DTNB 1 and Cneo AK release -1.
`OC[C@@H]1[C@H](c2ccc(-c3ccccc3)cc2)[C@@H]2CN(CCC(F)(F)F)CCCCN12` gave RAD54 inh 1, E-selectin induc 0.5, PGC1a acetyl inh -5, miR122 inh 4[16.7 µM], PglD DTNB 2 and Cneo AK release 4.
Screening Cc1cc(-c2nc3c4c5c(sc4[nH]c(=O)n3n2)CCC5)c(C)o1 returned RAD54 inh 2, PGC1a acetyl inh -1, miR122 inh -2, PglD DTNB -6 and Cneo AK release 8.
